PLAP inhibition: PLAP enzyme inhibitors, biochemical, luminescence, HTS (AID 690); purified PLAP, luminescent substrate; higher % means a stronger effect; one-dose inhibition, % at 20 µM; IC50 in µM for titrated hits; 96,000 compounds, 0.08% hits; in the data active means a potency from the dose series; inactive means the rest, 99 in 100 with inhibition below about 30%; further: strong numbers were not always called active
NFkB transloc pot: enhances IL-1B driven NFkB nuclear translocation | HUVEC IL-1B NFkB p65 nuclear translocation imaging | activation, % at 2 µM | 94,000 compounds, 0.3% hits;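 active means activation above 40%, about the mean plus 3 SD, also judged a hit on visual image review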;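 further: percent activation is computed from the nuclear over cytoplasmic p65 intensity ratio; values of inactives mirror those of a sister screen read the other way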
MRP reversal: compounds reversing MRP-mediated drug resistance; AID 602; H69AR cells + 2 uM doxorubicin, CellTiter-Glo, 72 h; 85,000 compounds, 0.04% hits; differential viability (reversal), % at 10 µM;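 active means viability drop by adding the cancer drug above about 55%, with treated viability meeting a 40% cutoff, limit read from the data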;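 further: viability without doxorubicin minus viability with 2 µM doxorubicin for each compound; larger differential means the compound sensitizes cells more to doxorubicin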
Bcl-B TR3 displacers: displacers of TR3 peptide from Bcl-B, primary screen, selectivity assay for Bfl-1 inhibitor project, biochemical, fluorescence polarization. FP displacement of FITC-TR3 peptide from Bcl-B; higher % means a stronger effect. displacement, % at 20 µM, or IC50 in µM where a hit was titrated. 96,000 compounds, 0.11% hits. AID 748;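 active means displacement above 50% at 20 µM plus a fluorescence interference ratio under 1.5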;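 further: plate controls were wells without compound for no effect and wells lacking Bcl-B protein for full effect; a part of the inactive calls stands beside numbers as strong as those of hits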
IL1B NFkB inh: blocks IL-1B driven NFkB nuclear translocation in HUVEC cells; HUVEC IL-1B NFkB p65 nuclear translocation imaging; inhibition, % at 2 µM; 94,000 compounds, 0.43% hits;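 active means inhibition above about 30% together with a positive call from visual inspection of the well image, limit read from the data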;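 further: nuclear over cytoplasmic p65 intensity ratio measured by imaging; 0% = IL-1B stimulated DMSO wells and 100% = unstimulated DMSO wells; values of inactives mirror those of a sister screen read the other way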
MRP reversal cytotoxicity: second read-out of MRP reversal, no call of its own (marks repeat the call); viability, %; H69AR cells, CellTiter-Glo, 72 h; measured here: cytotoxicity without doxorubicin
MRP reversal with doxorubicin: further read-out of MRP reversal, marked with its call; viability, %; measured here: viability with 2 uM doxorubicin; stronger effect = lower value
IL1B NFkB inh cell count 2 µM: also measured in IL1B NFkB inh; calls as there; cell count; measured here: cells passing quality filter;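 raw number of nuclei counted in each imaged well without normalization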
NFkB transloc pot cell count 2 µM: also measured in NFkB transloc pot; calls as there; cell count; measured here: cells passing quality filter
An asterisk follows results filed as active; · = no result given. This is a subset; rates above refer to the full screens.

SMILES	PLAP inhibition	NFkB transloc pot	NFkB transloc pot cell count 2 µM	MRP reversal	MRP reversal cytotoxicity	MRP reversal with doxorubicin	Bcl-B TR3 displacers	IL1B NFkB inh	IL1B NFkB inh cell count 2 µM
COc1cc(OC)cc(OCC(O)Cn2cnc3cc(C)c(C)cc32)c1 (stereo not given)	-73%	-8	188	-14	61	75	-1%	8	188
CC(OC(=O)c1cc2sccc2n1C)C(=O)NCc1cccs1 (stereo not given)	-17%	-6	179	11	96	85	7%	6	179
O=C(Cn1c(C(F)(F)F)nc2ccccc21)Nc1ccccc1N1CCOCC1	-88%	13	195	-6	64	70	6%	-13	195
CS(=O)(=O)N(CCc1ccccc1)CC(=O)N1CCc2ccccc2C1	-50%	31	125	5	84	79	-5%	-31	125
CN1C(=S)SC(/[N+]([O-])=C\c2ccccc2)C1(C)C (stereo not given)	-15%	-2	170	-26	74	100	-2%	2	170
COc1ccc(N(CN2C(=O)C3C4C=CC(C4)C3C2=O)C(=O)c2ccco2)cc1 (stereo not given)	·	-2	122	19	100	81	3%	2	122
Cc1cc(C(F)F)n2ncc(C(=O)N3CCC(C(N)=O)CC3)c2n1	-18%	7	156	-7	94	101	10%	-7	156
CC1(C)Cc2ccccc2-c2nnc(-c3cccnc3)n21	-5%	7	90	5	90	85	-6%	-7	90
Cc1cccc(NC(=S)NNC(=O)c2csc(C(C)C)c2)c1	·	2	181	-29	50	79	·	-2	181
NC(=O)C1=NOC(CNc2ncc(C(F)(F)F)cc2Cl)C1 (stereo not given)	20%	-7	162	10	94	84	-21%	6	162
Nc1cccc(-n2nncc2-c2ccccc2)c1	-7%	-15	122	8	93	85	-9%	14	122
O=C(NC1=NCCS1)C1CC(=O)N(c2ccccc2)C1 (stereo not given)	-28%	30	133	6	93	88	12%	-30	133
COCCNC(=O)c1ccc(CS(=O)(=O)c2ccc(Cl)cc2)o1	0%	1	164	-4	94	98	2%	-1	164
CCS(=O)(=O)N1CCN(C(=O)C(c2ccccc2)c2ccccc2)CC1	-55%	9	166	13	99	86	-7%	-9	166
C=CCn1cc(-c2ccc(Cl)cc2)cc(C#N)c1=O	11%	·	·	6	94	88	-7%	·	·
FC(F)(F)c1cc(-c2ccco2)nc(-n2cnc3ccccc32)n1	10%	-6	171	1	25	24	-4%	6	171
CC1=C(C(=O)N(C)C)C(c2ccc(Cl)c(Cl)c2)NC(=O)N1 (stereo not given)	-8%	9	201	-8	96	104	6%	-9	201
O=[N+]([O-])c1cc(Cl)ccc1Sc1cccc2cccnc12	16%	5	189	17	91	74	-5%	-5	189
CN(C)C(=O)COC(=O)c1cc(Cl)cc(Cl)c1N	-27%	-6	118	-4	92	96	8%	6	118
CC(=O)c1cc(C#N)c(SCCC(C)C)nc1C	-10%	8	82	16	92	75	-1%	-8	82
CCC(C)N1C(=O)CCC1C(=O)N1CCN(c2ccc(F)cc2)CC1 (stereo not given)	-5%	16	180	2	94	92	6%	-16	180
Cc1[nH]c2ccc(-c3nnc(SCC(=O)c4ccc(F)cc4)o3)cc2c1C	1%	8	100	-25	26	51	-6%	-8	100
CCOC(=O)Cc1nnc(NC(=O)C(CC)Sc2nc(C)cc(=O)[nH]2)s1 (stereo not given)	11%	·	·	-7	91	98	-2%	·	·
O=C(COCC(=O)Nc1cccc(C(F)(F)F)c1)Nc1cccc(C(F)(F)F)c1	-22%	15	170	·	·	·	-2%	-15	170
CCOC(=O)C1=C(NC(=S)NC(=O)c2ccccc2)c2ccccc2CC1C(C)C (stereo not given)	-7%	-13	125	·	·	·	-4%	13	125
COc1ccc(-c2cc(C(=O)Nc3sc4c(c3C#N)CCCC4)c3ccccc3n2)cc1OC	-52%	-4	113	·	·	·	-8%	4	113
Cc1ccc(CNC(=O)Cn2cccc2C(=O)c2ccccc2)cc1	11%	23	157	2	97	95	-1%	-23	157
COc1cc(NC(=O)CSc2nc3ccccc3c(=O)n2C)ccc1NC(=O)c1ccco1	-15%	-9	87	-4	24	28	3%	9	87
COc1ccccc1NS(=O)(=O)c1cccc(C(=O)NN)c1	6%	-11	182	8	95	86	-1%	11	182
CCC(C)NC(=O)c1cc(-c2ccc(OC)cc2)on1 (stereo not given)	20%	7	55	4	95	91	-3%	-7	55
O=C(COC(=O)c1ccc(S(=O)(=O)N2CCCC2)cc1)NCc1ccc(Cl)cc1	17%	9	87	·	·	·	-17%	-10	87
Cc1c2c(nc3c(C(=O)NC4CCCCC4C)cnn13)CCCC2 (stereo not given)	-14%	8	203	-13	71	84	-6%	-8	203
Cc1cc(C)n(-c2nc3c(c(=O)[nH]c(=O)n3C)n2C)n1	11%	·	·	-7	82	89	-12%	·	·
CCOC(=O)C1C(=O)CC(C)(O)C(C(=O)OCC)C1c1cccc(OC)c1 (stereo not given)	-11%	6	88	-7	79	86	-16%	-6	88
COc1ccccc1-n1cnnc1SCC(=O)Nc1ncc(Cl)cc1Cl	17%	21	203	-3	89	92	11%	-21	203
CCOc1ccccc1Oc1c(C)oc2c(CN3CCN(C)CC3)c(O)ccc2c1=O	-19%	-24	78	5	84	79	10%	24	78
CCCCC(NC(C)=O)c1nc2ccccc2n1CCC (stereo not given)	·	34	107	·	·	·	·	-34	107
CC(=O)c1cccc(NC(=O)c2cc(C(C)C)on2)c1	11%	5	53	-3	90	93	-7%	-5	53
COc1cc2cc(C(N)=O)c(N)nc2cc1OC	-9%	-3	199	-3	100	103	6%	3	199
O=S(=O)(Cc1ccc(Cl)cc1)N1CCCC1	25%	-5	108	27	102	75	-13%	5	108
COc1ccc(N=c2oc3ccc(OC)cc3cc2-c2nc3ccccc3[nH]2)cc1	8%	17	135	·	·	·	-4%	-17	135
Cc1cc(C)nc(NC(=O)c2c(-c3c(Cl)cccc3Cl)noc2C)n1	-10%	12	155	11	94	83	-4%	-12	155
CCOC(=O)N1CCC(N2C(=O)c3ccccc3C2Nc2cc(Cl)c(OC)cc2OC)CC1 (stereo not given)	-51%	-9	43	22	94	71	5%	9	43
CSc1nc2nccc(-c3ccc(Cl)cc3)n2n1	12%	11	43	7	89	82	-4%	-11	43
COc1ccccc1N1CCN(CCOc2c(OC)cccc2OC)CC1	-71%	-8	167	8	81	72	-1%	8	167
O=C1CCC(=O)N1OCCCCOc1ccccc1	·	-7	150	12	106	94	·	7	150
CCC(C)(C)NC(=O)C(c1ccc(C)cc1)N(Cc1cccnc1)C(=O)c1csnn1 (stereo not given)	·	24	108	-4	81	85	·	-24	108
CN(C(=O)c1ccc2c(c1)OCO2)C1(C(=O)NC2CCCC2)CCCCC1	-10%	·	·	0	92	91	-5%	·	·

Single records, as listed above. Order of values: PLAP inhibition	NFkB transloc pot	NFkB transloc pot cell count 2 µM	MRP reversal	MRP reversal cytotoxicity	MRP reversal with doxorubicin	Bcl-B TR3 displacers	IL1B NFkB inh	IL1B NFkB inh cell count 2 µM
Listed for CCC(C)(C)NC(=O)C(c1ccc(C)cc1)N(Cc1cccnc1)C(=O)c1csnn1 (stereo not given) : ·	24	108	-4	81	85	·	-24	108
Listed for CC(=O)c1cccc(NC(=O)c2cc(C(C)C)on2)c1 : 11%	5	53	-3	90	93	-7%	-5	53
Listed for Cc1cc(C)nc(NC(=O)c2c(-c3c(Cl)cccc3Cl)noc2C)n1 : -10%	12	155	11	94	83	-4%	-12	155
Listed for COc1ccc(N=c2oc3ccc(OC)cc3cc2-c2nc3ccccc3[nH]2)cc1 : 8%	17	135	·	·	·	-4%	-17	135
Listed for O=C1CCC(=O)N1OCCCCOc1ccccc1 : ·	-7	150	12	106	94	·	7	150

Looked up one by one from above, two records:
SMILES	PLAP inhibition	NFkB transloc pot	NFkB transloc pot cell count 2 µM	MRP reversal	MRP reversal cytotoxicity	MRP reversal with doxorubicin	Bcl-B TR3 displacers	IL1B NFkB inh	IL1B NFkB inh cell count 2 µM
CC(=O)c1cccc(NC(=O)c2cc(C(C)C)on2)c1	11%	5	53	-3	90	93	-7%	-5	53
CN(C(=O)c1ccc2c(c1)OCO2)C1(C(=O)NC2CCCC2)CCCCC1	-10%	·	·	0	92	91	-5%	·	·

Remaining list, next part
SMILES	PLAP inhibition	NFkB transloc pot	NFkB transloc pot cell count 2 µM	MRP reversal	MRP reversal cytotoxicity	MRP reversal with doxorubicin	Bcl-B TR3 displacers	IL1B NFkB inh	IL1B NFkB inh cell count 2 µM
Cc1noc(C)c1CSc1nnc(-c2ccncc2)n1-c1ccc(Cl)c(Cl)c1	-67%	3	174	3	73	69	-3%	-3	174
CCc1ccc(NC(=O)CSc2nc3ccccc3c(=O)n2CCCC(=O)N2CCCC2)cc1	7%	9	209	-45	30	75	-3%	-9	209
O=C(N/N=C/CCc1ccccc1)c1ccccc1	8%	24	169	·	·	·	-6%	-24	169
CCOc1cc(NC(=O)CC(C)C)c(OCC)cc1NC(=O)CCn1nnc2ccccc21	20%	31	128	·	·	·	1%	-31	128
CN(C)C(=O)N1CCC(C(=O)NCc2ccc(F)cc2)CC1	-1%	7	127	-8	101	109	-10%	-7	127
c1cncc(-c2nc(NCC3COc4ccccc4O3)c3ccccc3n2)c1 (stereo not given)	19%	12	153	-21	16	37	-7%	-12	153
CCC(=O)N1CCN(c2ccc(Cl)cc2NC(=O)c2ccc3c(c2)OCCO3)CC1	-52%	25	189	·	·	·	-1%	-25	189
CC(=O)Nc1cc2c(cc1Br)OCCO2	2%	10	127	-11	92	103	-4%	-10	127
Cc1ncc([N+](=O)[O-])n1CCOC(=O)NC(NCc1ccccc1)C(Cl)(Cl)Cl (stereo not given)	14%	4	149	·	·	·	-5%	-4	149
COc1cccc(C(=O)NC2=NCCS2)c1	·	5	144	12	91	79	·	-5	144
Cc1ccc(S(=O)(=O)Cc2ccc(C(=O)N3CCCC3)o2)cc1	8%	-13	52	10	90	80	-7%	13	52
O=C(CO/N=C/c1ccccc1O)NNC(=O)c1ccccc1Cl	·	-8	162	11	102	91	·	8	162
CCOC(=O)C1CCCN(C(=O)c2c(-c3ccccc3Cl)noc2C)C1 (stereo not given)	-30%	2	193	7	99	92	0%	-2	193
Fc1cccc(-c2cc3nc4c(c(NCc5ccco5)n3n2)CCCC4)c1	1%	-6	66	·	·	·	-9%	6	66
Cn1c(C(=O)NCC2CCCO2)cc2c(=O)n(C)c3ccccc3c21 (stereo not given)	-26%	·	·	-9	72	80	-2%	·	·
COC(=O)CN1C(=S)N(Cc2ccccc2)C(=O)C1CC(=O)Nc1ccc(Br)cc1 (stereo not given)	-11%	-3	132	·	·	·	-14%	3	132
Cc1nc2ccccc2n1CCCOc1ccccc1	·	-8	92	9	85	76	·	8	92
CCn1c(SCC(=O)O)nnc1C1CCCCC1	3%	1	78	6	112	105	15%	-1	78
Cc1cccc(N(C(=O)Cn2nnc3ccccc32)C(C(=O)NC(C)(C)C)c2ccsc2)c1C (stereo not given)	7%	-4	146	·	·	·	-1%	4	146
Cn1c(=O)[nH]c(=O)c2c1nc(Br)n2CCCc1ccccc1	9%	6	137	9	87	78	-10%	-6	137
N#Cc1c(/N=C/N2CCCC2)oc(-c2ccccc2)c1-c1ccccc1	-50%	21	135	33	102	69	-2%	-21	135
COC(=O)CCC(=O)Nc1cccc(Br)c1	5%	-10	86	6	92	86	-3%	10	86
CCS(=O)(=O)N1CCCC(C(=O)NCCCN2CCCC2=O)C1 (stereo not given)	-18%	-3	161	-7	97	104	-4%	3	161
COc1ccc(CCN2CC(O)=C(c3nc4ccccc4c(=O)[nH]3)C2=N)cc1OC	-22%	-1	147	3	69	67	-7%	1	147
COc1ccc(CCNC(=O)C2CCN(S(=O)(=O)c3ccc(OC)c(OC)c3)CC2)cc1	-23%	4	168	9	101	92	9%	-4	168
N#Cc1sc2nc3c(c(-c4cccnc4)c2c1N)CCC3	15%	0	180	8	96	88	0%	0	180
O=C(NCCCN1CCc2ccccc2C1)C1CCN(c2nnc(-n3cccc3)s2)CC1	-55%	·	·	-12	77	89	21%	·	·
COc1ccc(CCNS(=O)(=O)c2ccc(Cl)s2)cc1OC	-10%	4	153	14	93	79	-8%	-4	153
COc1ccc(CCNC(=O)c2nnc(Cc3ccc(Cl)cc3)o2)cc1OC	-8%	-3	138	4	98	94	1%	3	138

Screening results as filed in PubChem BioAssay.
